KKLEB cytotox – reduces viability of KKLEB cystic fibrosis airway cells; KKLEB CF airway cells viability, ATPlite luminescence, overnight; active compounds read low; cells stimulated with P. aeruginosa culture filtrate; activity change (cytotoxicity), % at 5 µM; actives 0.36% (n = 360,000); AID 602141;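 active = corrected activity change at or below -50% at 5 µM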
TWEAK Fn14 block – TWEAK-Fn14 signaling inhibition; inhibition, % at 10 µM; actives 2% (n = 360,000); TWEAK-stimulated Fn14 reporter cells, luciferase luminescence, 8 h; in the data active = inhibition above about 50%
iPSC survival up – hiPSC single-cell survival enhancement; actives 0.044% (n = 360,000); ATPlite luminescence; 100% = ROCK inhibitor wells, 0% = DMSO; survival enhancement, % at 20 µM; AID 602274; in the data active = survival enhancement above about 18%;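 also: cells exposed to compounds for 16 hours before the ATP read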
MITF TRPM1 inh – reduces MITF-dependent TRPM1 promoter luciferase signal. inhibition, % at 12.5 µM. actives 0.83% (n = 330,000). AID 488899. SK-MEL-5 TRPM1 promoter luciferase, 24 h;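 active = mean inhibition across replicates of 60% or more, whatever share of single replicates reaches that level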; also: values of inactives mirror those of a sister screen read the other way
Shn3 inh set2 – Schnurri-3 reporter inhibition in Clone20 osteoblasts | Clone20 osteoblast Shn3 3'UTR firefly luciferase, 24 h | inhibition, % at 12.5 µM | actives 0.52% (n = 360,000);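 active = mean inhibition of at least 75% with every replicate also reaching 75%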;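 also: 0% = median of neutral control wells and 100% = pilot-screen positive control compound; some compounds past the cut are filed as inactive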
Peg3 promoter – reduces Peg3 promoter-driven luciferase expression in HeLa. HeLa PEG-Prom luciferase reporter, luminescence, overnight. inhibition, % at 20 µM. actives 1.7% (n = 360,000). AID 588405;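 active = inhibition of at least 50% at 20 µM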
NR2E3 ag-1 – human photoreceptor-specific nuclear receptor agonism; actives 0.35% (n = 360,000); inhibition of corepressor binding, % at 3.98 µM; AID 602229; Q9Y5X4; CHO-S Gal4-NCOR/VP16-NR2E3 two-hybrid, luciferase;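 active = inhibition above the mean of all tested compounds plus 3 SD, cut at about 70% in these data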;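 also: 0% = DMSO with NR2E3 transfected cells and 100% = cells lacking NR2E3 construct; higher means lower luciferase signal from less NR2E3 corepressor binding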
Target sequence (Q9Y5X4 whole entry, looked up, the tested form may be a part): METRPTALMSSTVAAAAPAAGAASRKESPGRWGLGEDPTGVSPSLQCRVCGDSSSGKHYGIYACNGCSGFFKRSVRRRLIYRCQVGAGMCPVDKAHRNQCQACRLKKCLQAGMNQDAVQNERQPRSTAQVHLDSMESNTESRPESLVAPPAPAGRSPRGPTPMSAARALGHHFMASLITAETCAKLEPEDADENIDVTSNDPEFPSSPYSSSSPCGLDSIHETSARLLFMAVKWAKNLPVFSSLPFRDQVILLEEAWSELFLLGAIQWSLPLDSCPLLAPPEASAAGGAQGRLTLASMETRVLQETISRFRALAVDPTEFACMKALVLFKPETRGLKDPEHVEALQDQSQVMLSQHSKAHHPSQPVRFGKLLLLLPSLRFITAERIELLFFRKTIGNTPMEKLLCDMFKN
CF NFkB block – blocks PAF-induced NF-kB reporter in cystic fibrosis cells; KKLEB NF-kB-GFP reporter, GFP fluorescence overnight; inhibition, % at 5 µM; actives 0.86% (n = 360,000);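 active = at least 50% inhibition at 5 µM, scaled per plate between neutral and stimulator controls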;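 also: PAF is a Pseudomonas aeruginosa culture filtrate used as stimulus; plate controls were PAF-stimulated DMSO wells for no effect and unstimulated DMSO wells for full effect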
NR2E3 ag-2 – activates human photoreceptor nuclear receptor NR2E3; Q9Y5X4; GST-NR2E3/biotin-RetCOR TR-FRET, 1536-well; inhibition of corepressor binding, % at 4.78 µM; actives 0.12% (n = 320,000); AID 2300;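 active = percent inhibition above the cutoff of mean plus 3 SD of all tested compounds, set per screening campaign, cut at about 20% in these data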;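 also: 0% = DMSO wells and 100% = biotin wells as full block of FRET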
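System: GST-tagged NR2E3 plus biotinylated RetCOR corepressor; Amount: 1.35 nM GST-tagged NR2E3 final; Dosing: single nominal compound dose of 4.8 µM; Schedule: 5 h incubation at 4 °C; Technique: TR-FRET with europium anti-GST and streptavidin-D2, 340 nm excitation; Controls: biotin wells as high control, 0.6% DMSO wells as low control.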
HIF-2a block – inhibitors of HIF-2a | 786-0 RCC cells HIF-2a reporter, luciferase luminescence, overnight | actives 0.72% (n = 360,000) | inhibition, % at 18.8 µM;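 active = inhibition of the luminescence signal of 40% or more relative to plate controls, in a single-dose primary screen at 18.75 µM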
aDG glyco up – alpha-DG glycosylation activation; Pro5-aDG cells, alpha-DG glycosylation AlphaScreen (IIH6); 0% Pro5, 100% B10-LARGE cell signal; activation, % at 10 µM; actives 0.22% (n = 360,000); AID 624168;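 active = activation of at least 8% versus controls, or a plate z-score of at least 8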;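 also: Pro5 are CHO cells carrying HIG-tagged alpha-DG that lacks glycosylation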
The depositor's hits bear a star; . = no result given.

SMILES	KKLEB cytotox	TWEAK Fn14 block	iPSC survival up	MITF TRPM1 inh	Shn3 inh set2	Peg3 promoter	NR2E3 ag-1	CF NFkB block	NR2E3 ag-2	HIF-2a block	aDG glyco up
Cc1nn(CC(=O)N2CC(=O)Nc3ccccc32)c(C)c1[N+](=O)[O-]	-9	11	0.9	4	-5	-2	-14	-10	-3	11	-0.3
COc1cc(OC)c(C2SCCN2S(=O)(=O)c2ccc(F)cc2)cc1OC (centres undefined)	2	7	-2.7	5	-2	6	14	4	3	11	0.0
Cc1nn(-c2cc(N3CCCCCC3)ccc2[N+](=O)[O-])c(=O)c2ccccc12	-8	2	4.1	-2	14	8	1	5	-3	4	-0.1
COc1ccc(-n2cc(-c3ccccc3)[n+]3c2CCCCC3)cc1	8	8	-3.6	43	79	3	-2	-18	-3	8	-0.2
O=C(NCc1ccc2c(c1)OCO2)c1ccco1	-1	-2	-0.1	0	-6	0	1	10	2	3	-0.1
CCc1ccc(-n2c(=O)c3c(C)c(C(=O)N(C)C)sc3n(CC(=O)NCc3ccco3)c2=O)cc1	-7	0	3.3	7	5	3	-18	-1	2	17	0.2
O=C(O)c1ccc(N=Cc2nc(-c3ccco3)oc2O)cc1	4	20	2.6	5	-13	15	0	-2	-3	4	0.2
COc1ccc(NC(=O)CN2CCN(C(=O)N3CCOCC3)CC2)cc1	-1	0	-0.3	3	2	-3	14	5	3	0	-0.1
Cc1ccc([N+](=O)[O-])cc1S(=O)(=O)Nc1cccc(-c2ccc(N3CCOCC3)nn2)c1	-2	-17	-0.4	-78	-71	-199	-33	-20	3	-208	0.1
CCn1c(SCC(=O)Nc2sc3c(c2C#N)CCCC3)nnc1-c1ccco1	-2	3	7.3	-4	4	3	-4	0	0	7	0.2
O=C1CC(c2ccco2)CC(O)=C1C=Nc1cc(Cl)cc(Cl)c1 (centres undefined)	-6	0	1.0	-9	5	6	-4	19	4	10	0.3
COc1ccc2c(c1)[C@H]1[C@H](CO2)[C@H](c2ccccc2)[C@]2(C)C(=O)N[C@H](C)C(=O)N12	-11	4	1.3	-4	9	8	-24	19	3	22	-0.1

5 structures already listed, sorted by SMILES length, smallest number first:
SMILES	KKLEB cytotox	TWEAK Fn14 block	iPSC survival up	MITF TRPM1 inh	Shn3 inh set2	Peg3 promoter	NR2E3 ag-1	CF NFkB block	NR2E3 ag-2	HIF-2a block	aDG glyco up
O=C(NCc1ccc2c(c1)OCO2)c1ccco1	-1	-2	-0.1	0	-6	0	1	10	2	3	-0.1
COc1ccc(-n2cc(-c3ccccc3)[n+]3c2CCCCC3)cc1	8	8	-3.6	43	79	3	-2	-18	-3	8	-0.2
O=C1CC(c2ccco2)CC(O)=C1C=Nc1cc(Cl)cc(Cl)c1 (centres undefined)	-6	0	1.0	-9	5	6	-4	19	4	10	0.3
Cc1ccc([N+](=O)[O-])cc1S(=O)(=O)Nc1cccc(-c2ccc(N3CCOCC3)nn2)c1	-2	-17	-0.4	-78	-71	-199	-33	-20	3	-208	0.1
COc1ccc2c(c1)[C@H]1[C@H](CO2)[C@H](c2ccccc2)[C@]2(C)C(=O)N[C@H](C)C(=O)N12	-11	4	1.3	-4	9	8	-24	19	3	22	-0.1

Additional structures follow.
SMILES	KKLEB cytotox	TWEAK Fn14 block	iPSC survival up	MITF TRPM1 inh	Shn3 inh set2	Peg3 promoter	NR2E3 ag-1	CF NFkB block	NR2E3 ag-2	HIF-2a block	aDG glyco up
CC(C)C1CC(c2ccccc2)(C(CN)CO)CCO1 (centres undefined)	-4	0	1.7	4	1	6	-3	8	0	4	0.2
COc1ccc(-c2nnc(SCc3c(C)noc3C)n2N)cc1OC	7	-8	-0.1	10	-3	15	6	0	1	15	0.0
CCc1cc2cccc(C)c2nc1SCC(=O)Nc1cc(C)on1	-1	-83	-0.5	7	-15	28	-19	3	3	14	0.0
COC(=O)[C@@]12CCCN1[C@H](c1ccc(-c3ccc(OC)cc3)c(OC)c1)[C@H]1C(=O)N(C)C(=O)[C@H]12	0	-6	-0.2	12	13	-5	-34	-10	4	15	-0.1
Cc1cc(C)cc(C(=O)NCC(=O)OCC(=O)N2c3ccccc3NC(=O)C2(C)C)c1	-4	-5	1.4	5	-13	-3	-39	-16	2	13	-0.3
CC(=O)Oc1ccc(CN2C(=O)C(CCc3ccccc3)ON=C2c2cnccn2)cc1 (centres undefined)	0	-6	-0.8	.	-8	-115	-3	-26	.	-92	0.0
CCOc1ccc(N(C)S(=O)(=O)c2ccc3[nH]cc(C(=O)NCCOC)c(=O)c3c2)cc1	11	-18	1.2	-3	6	13	-42	-5	1	12	-0.1
CC(C)CSC1=NSC2=NC(=O)/C(=C\c3cccs3)C(=N)N12	-6	27	-1.6	-10	-20	-53	-68	25	5	-139	-0.1
CCc1ncn(CCc2ccccc2OC)c1C(C)C	.	-2	-0.6	.	.	.	-9	.	.	7	0.2
Cc1ccc(C(=O)N2CCC3(CC2)Oc2ccc(Cl)cc2C(=O)C32CC(c3ccc(Cl)cc3)=NO2)s1 (centres undefined)	-8	-24	1.2	11	-19	-14	-32	24	-2	-10	-0.6
Cc1ccc(O)c(NC(=O)C2CCCCC2)c1	-8	-11	-0.2	0	-11	-2	-33	-5	2	-42	-0.1
O=C(Oc1c(Br)cc([N+](=O)[O-])cc1Br)c1cccnc1	2	-9	-2.4	-4	0	20	38	-6	2	8	-0.1
COc1cc(/C=N/NS(=O)(=O)c2ccc(C(C)(C)C)cc2)cc([N+](=O)[O-])c1O	2	12	0.8	2	-20	9	8	-7	3	13	-0.5
CCOC(=O)c1c(NC2=NS(=O)(=O)c3ccccc32)sc2c1CCC(C)C2 (centres undefined)	-15	-32	-1.5	-14	-1	8	-10	18	-1	0	-0.2
CCn1c(C(C)NC(=O)c2ccc(Cl)cc2)n[nH]c1=S (centres undefined)	8	-5	-0.6	3	3	12	3	-14	2	15	0.0
O=C(C1=C[C@@H](C2CCCCC2)C[C@@H](OCc2ccc(CO)cc2)O1)N1CCN(Cc2ccc3c(c2)OCO3)CC1	3	3	-1.6	7	20	37	-4	-19	2	3	0.8
CCOc1cccc(/C=N/N2C(C)CCCC2C)c1O (centres undefined)	0	-8	1.5	4	2	-1	-23	13	2	-25	0.0
CCOCCCNC(=S)N1CCC(C(=O)c2ccc(C)cc2)CC1	5	-3	-0.5	0	9	9	7	-25	1	12	0.0
Cc1cc(C)cc(Cn2c3ccc(NC(=O)NCCc4cccs4)cc3c(=O)n2C)c1	1	17	-2.0	.	4	-20	7	-15	.	-9	0.1
CCOc1ccc(CCNC(=O)CS(=O)(=O)Cc2nc(-c3ccc(OC)cc3)oc2C)cc1	2	10	-0.4	8	20	10	1	-7	-3	8	0.2
CCC(c1nnnn1CCc1ccccc1)N1CCN(c2ccc(OC)cc2)CC1 (centres undefined)	-1	-4	-0.5	-3	1	16	-21	10	0	9	0.6
COc1ccc(C(C(=O)NC(C)(C)C)N(C(=O)CCC(=O)Nc2cc(C)on2)c2ccccc2F)cc1 (centres undefined)	2	-7	0.8	2	0	12	-18	23	1	17	-0.2
Cc1ccccc1NC(C)C(=O)N/N=C/c1ccccc1OCc1cccc(Br)c1 (centres undefined)	-1	34	-3.0	-2	13	1	-12	7	-2	-8	0.7
CCOC(=O)C1(C)CCCN(C(=O)c2c(-c3ccccc3)noc2C)C1 (centres undefined)	-4	13	0.4	.	-10	12	-35	-7	.	6	0.0
CCOc1ncccc1C(=O)Nc1cc(S(=O)(=O)N(CC)CC)ccc1N1CCOCC1	-4	-33	-0.4	5	6	19	17	4	.	9	-0.5
CCS(=O)(=O)n1nc(-c2ccccc2)nc1NCc1ccco1	2	-8	1.2	-2	-12	-4	3	8	1	-20	0.0
CCCCn1nnnc1SCC(=O)c1cc(Cl)ccc1OC	2	-13	5.4	3	-1	16	5	8	-2	8	0.1
O=C(Nc1cccnc1)c1cccnc1Cl	-4	-5	1.1	1	-4	2	-22	2	6	6	-0.1
O=C(N/N=C/c1ccc(O)cc1)Nc1cccc2nsnc12	-38	63*	-0.9	-53	50	32	45	69*	-4	-72	-0.2
NC(=S)N=Nc1c(O)n(Cc2ccc(F)cc2)c2ccccc12	-21	-40	0.1	4	0	16	4	-1	4	7	2.4
CSc1ccccc1NC(=O)COc1nsnc1N1CCOCC1	6	10	-0.2	4	-15	8	-35	-11	-2	-15	-0.2
Cc1ccc2nc3n(c(=O)c2c1)CCCCC3	-12	-16	1.0	-44	-14	-72	-17	1	2	-92	-0.2
Cc1cc2oc(=O)cc(-c3ccccc3)c2c(C)c1-c1ccc(C(F)(F)F)cc1	-8	-15	0.7	8	-4	5	-1	39	.	-7	-0.2
O=C(CCc1ccccc1)c1nnc(-c2ccccc2)o1	7	-19	0.3	-13	-17	-86	-3	-16	-1	-107	0.0
Cc1ccc(-n2nc3ccc(NC(=O)/C=C/c4ccco4)cc3n2)cc1	11	13	2.0	-10	6	-179	-112	-31	0	-206	0.6
Cc1cc(C)n2nnnc2n1	-2	-8	0.0	5	-19	0	18	4	-5	6	0.0
O=C(O)C(Cc1c[nH]c2ccccc12)N1C(=O)c2ccccc2C1=O (centres undefined)	7	8	1.4	7	2	6	-9	-8	1	8	0.1
CN(Cc1c(C(=O)N/N=C/c2ccccc2)nnn1-c1nonc1N)c1ccccc1	2	-49	0.9	6	-30	35	-41	-12	1	6	0.3
COc1ccc(Cl)cc1N(C(C)=O)c1nc(C)cc(C)c1C#N	-6	12	-0.1	16	13	22	8	-10	3	26	0.0
O=c1[nH]nnc2c1sc1nc(N3CCOCC3)c3c(c12)CCCC3	-11	-27	-0.4	0	4	-24	-13	19	2	-29	-0.3
Cc1ccc(NC(=O)C2CCN(S(=O)(=O)c3cc([N+](=O)[O-])ccc3Cl)CC2)nc1	-6	25	0.1	50	81	14	4	18	.	-18	1.9
CCCCc1nc2ccccc2[nH]1	5	-12	-0.1	0	-2	-15	-20	8	0	-1	-0.1
CCCCNC(=O)c1cc2c(=O)n3cccc(C)c3nc2s1	-8	-34	-0.5	-25	12	-122	-19	-1	2	-183	0.2
O=C1CCCN2N=C(SCC(=O)Nc3ccc(Br)cc3)SC2=N1	-12	-8	0.0	0	-26	-18	-17	7	-2	1	-0.1
COC(=O)/C=C/c1ccc(-n2ccnc2)cc1	-7	12	0.3	-19	0	-28	-16	-1	-1	-38	-0.4
Cc1cc(C)nc(NN2C(=O)/C(=C/c3ccccc3)SC2=S)n1	13	1	2.4	-5	-10	1	-14	-11	-2	8	-0.1
CCS(=O)(=O)c1ccc(O)c(NC(=O)Nc2cccc3ccccc23)c1	-6	18	0.2	-10	-11	-2	-27	12	-1	2	-0.1
CCOc1ccc(NC(=O)C/C(C)=N/NC(=O)COc2ccc(Br)cc2C)cc1	6	37	0.2	8	-4	-11	-28	-11	3	11	0.1
CSc1ncccc1C(=O)OCC(=O)N1CC2(C)CC1CC(C)(C)C2 (centres undefined)	-8	-7	-2.4	8	18	7	-11	10	.	12	0.2
CN(CCO)c1nc(N)c(C#N)c(CC#N)c1C#N	12	-4	-0.4	-9	20	4	-24	-10	3	19	-0.1

Screening results: PubChem, several laboratories
